Screening data as filed in PubChem BioAssay.
Tat transport: inhibitors of E. coli Tat protein transport; E. coli MC4100 TorA-mCherry Tat export, fluorescence; inhibition, % at 10 µM; 340,000 compounds, 0.036% hits;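 active means mean replicate inhibition at least 50% and at least half of replicates individually reaching 50%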;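 further: exported cargo escapes ClpAP degradation while cytoplasmic cargo is degraded and loses fluorescence; 0% = median of neutral control wells and 100% = median of NaSCN control wells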
CAL PDZ FP-1: CAL PDZ (human) peptide binding inhibition; purified CAL PDZ, TMR-peptide fluorescence polarization, 1 h; inhibition, % at 24.9 µM; 300,000 compounds, 0.92% hits; Q9HD26; AID 602252;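 active means mean inhibition of at least 30% with at least half of replicates also reaching 30%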;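 further: 0% = DMSO neutral control and 100% = excess unlabeled competitor peptide PRC23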
CAL PDZ FP-2: blocks peptide binding to human CAL PDZ domain | purified CAL PDZ, TMR-peptide fluorescence polarization, 1 h | AID 504414 | 330,000 compounds, 0.02% hits | Q9HD26 | inhibition, % at 20 µM;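 active means highest replicate inhibition of at least 40%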;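 further: plate controls were DMSO neutral control wells for no effect and unlabeled competitor peptide control wells for full effect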
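Material: tagged CAL PDZ domain; buffer or medium: 25 mM sodium phosphate pH 7.4, 150 mM NaCl, TCEP, IgG, Thesit; compound dosing: single point, 20 µM; schedule: 1 h incubation at room temperature before polarization reading; measured by: FP readout, S and P plane fluorescence; read-out basis: percent inhibition from loss of millipolarization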
Wnt act: activates Wnt/beta-catenin signaling in a reporter cell assay; activator, plate reader; activation, % at 9.35 µM; 300,000 compounds, 1.2% hits; AID 743398; in the data active means activation above about 30%, passing the limit was not always enough;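 further: 0% = neutral control wells and 100% = positive control wells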
phage Ecoli inh: E. coli growth loss with phage present; AID 651602; 360,000 compounds, 0.26% hits; growth absorbance; inhibition, % at 11.9 µM; in the data active means inhibition above about 11%
MITF act: increases MITF-driven TRPM1 promoter luciferase signal | SK-MEL-5 TRPM1-promoter luciferase, 24 h; % of positive control, neutral wells = 0 | 300,000 compounds, 0.75% hits | activation, % at 12.5 µM | AID 588334;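 active means mean activation of at least 80% with every replicate also reaching 80%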;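 further: 0% = neutral control wells and 100% = parthenolide positive control wells; values of inactives mirror those of a sister screen read the other way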
SR-BI DiI-HDL act: SR-BI HDL lipid transfer activation; CHO ldlA[mSR-BI] cells, DiI-HDL uptake fluorescence, 3 h; 100 = double the neutral-control signal; activation, % at 12.5 µM; 320,000 compounds, 0.096% hits;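 active means mean replicate activation of at least 60% and every replicate at or above 60%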;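 further: 0% = median plate neutral-control signal and 100% = twice that signal; values of inactives mirror those of a sister screen read the other way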
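System: CHO ldlA[mSR-BI] cells / Medium: HEPES-buffered (25 mM, pH 7.4) F12 plus 0.5% BSA / Probe or stimulus: labelled HDL, 10 µg/mL / Doses: single compound concentration, delivered by pin transfer / Schedule: 3 h, 37 °C / Measured by: DiI fluorescence, bottom read / Measure: cell-associated DiI fluorescence as measure of HDL uptake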
E coli growth: bacterial growth inhibition, counter-screen for AddAB inhibitors. inhibition, % at 11.9 µM. 330,000 compounds, 0.27% hits. E. coli V3065 growth, OD600 absorbance, 18 h;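 active means inhibition above the campaign's mean inhibition across all tested compounds plus 3 SD, cut at about 9.9% in these data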;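 further: uninfected addAB+ strain grown without phage in ampicillin broth; 0% = DMSO wells and 100% = ciprofloxacin 0.95 µg/ml wells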
AddAB inh: less growth of phage-infected E. coli with AddAB; E. coli expressing H. pylori AddAB, absorbance growth; inhibition, % at 11.9 µM; 330,000 compounds, 0.29% hits; in the data active means inhibition above about 12%;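 further: 0% = vehicle wells of infected cells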
SR-BI HDL uptake: mouse SR-BI HDL lipid transfer inhibition; 320,000 compounds, 0.96% hits; inhibition, % at 12.5 µM; AID 488896; Q61009; ldlA[mSR-BI] CHO cells, DiI-HDL uptake fluorescence, 3 h;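 active means mean replicate inhibition of at least 70% and a set share of replicates each scoring 70 or more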;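 further: 0% = median of neutral control wells and 100% = median of positive control wells; values of inactives mirror those of a sister screen read the other way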
Target sequence (Q61009 whole entry, looked up): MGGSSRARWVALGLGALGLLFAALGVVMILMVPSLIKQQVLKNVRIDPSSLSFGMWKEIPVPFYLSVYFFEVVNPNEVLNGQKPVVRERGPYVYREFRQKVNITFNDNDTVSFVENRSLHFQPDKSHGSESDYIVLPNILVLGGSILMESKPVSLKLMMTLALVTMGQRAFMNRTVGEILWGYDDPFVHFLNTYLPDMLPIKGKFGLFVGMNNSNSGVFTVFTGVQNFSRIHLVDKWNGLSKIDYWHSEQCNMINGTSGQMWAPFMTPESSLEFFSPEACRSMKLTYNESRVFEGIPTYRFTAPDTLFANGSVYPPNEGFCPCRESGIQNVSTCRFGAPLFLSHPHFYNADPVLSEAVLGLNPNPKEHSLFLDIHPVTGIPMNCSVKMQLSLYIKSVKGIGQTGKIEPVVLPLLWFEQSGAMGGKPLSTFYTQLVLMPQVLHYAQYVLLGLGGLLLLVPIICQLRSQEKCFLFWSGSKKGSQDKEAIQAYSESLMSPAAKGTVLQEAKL
Starred values were filed as active, the others as inactive; / = not tested or not shown.

SMILES	Tat transport	CAL PDZ FP-1	CAL PDZ FP-2	Wnt act	phage Ecoli inh	MITF act	SR-BI DiI-HDL act	E coli growth	AddAB inh	SR-BI HDL uptake
CCOc1ccc(N(C(=O)CNC(=O)c2ccco2)C(C(=O)NC2CCCC2)c2cccnc2)cc1 (centres undefined)	2	-5	-0.9	-1	0.3	2	-3	-3.0	0.2	3
COc1nc(NCC(C)C)nc(Oc2ccc(OCc3ccccc3)nn2)n1	3	2	-1.6	-8	3.0	-9	-7	-2.4	-1.6	7
O=C1C(=O)N(c2ccccc2)c2ccccc21	-10	/	-2.1	/	2.4	-7	46	1.2	0.8	-46
OCCNCc1cccc(OCc2ccc(Cl)cc2)c1	-5	-6	-5.5	5	5.0	18	10	-0.2	0.8	-10
O=C(O)C1CCN(c2ccc([N+](=O)[O-])cc2[N+](=O)[O-])CC1	-11	-3	-0.4	-1	-2.8	-6	/	-0.7	-2.6	/
CN(C(=O)c1cc2nc(-c3ccco3)cc(C(F)(F)F)n2n1)C1CCCCC1	0	-2	-2.3	/	0.6	5	-22	-0.1	3.6	22
CCCNC(=S)Nc1ccc(S(N)(=O)=O)cc1	-11	6	-0.9	0	2.3	3	12	-1.1	0.0	-12
O=C(NNS(=O)(=O)c1ccc(F)cc1F)C1Cc2c(ccc3ccccc23)O1 (centres undefined)	-5	-3	-0.6	-3	3.1	-4	2	-1.1	0.2	-2
CCCOc1cccc(C(=O)N/N=C/c2coc3ccccc3c2=O)c1	7	1	-1.4	1	3.0	-8	-1	/	/	1
Cc1nn(CC(=O)OCC(=O)NCCc2ccc(F)cc2)c(C)c1[N+](=O)[O-]	2	-1	-1.0	-3	1.9	-5	7	-1.1	2.4	-7
OC(CCN1CCCCC1)(c1ccccc1)C1C[C@@H]2C=C[C@H]1C2 (some centres undefined)	-9	2	1.2	0	7.3	8	5	-0.3	-0.2	-5
Cc1cccc(Nc2ncc3c(n2)CC(c2ccco2)CC3=O)c1 (centres undefined)	-1	-4	-1.2	1	0.8	17	-30	0.3	1.9	30
COc1ccc2[nH]c(-c3ccc(C)cc3)cc(=O)c2c1	-7	-20	-1.3	/	/	-47	4	2.3	7.0	-4
O=[N+]([O-])c1ccc(N2CCN(c3ccc(O)cc3)CC2)c(Cl)c1	-3	-1	0.7	-5	2.8	-1	-28	0.4	2.5	28
Cc1cccc(NC(=O)CSc2ncnc3nc[nH]c23)c1C	2	3	0.2	10	1.3	-1	20	-0.2	2.5	-20
Cc1ccc(C)c(N(CC(=O)NCCSCc2ccco2)S(C)(=O)=O)c1	12	7	-0.1	/	3.3	4	15	1.7	-2.4	-15
O=C(NCc1ccccc1C(F)(F)F)C1CC(c2cccc(F)c2)=NO1 (centres undefined)	2	-4	-1.0	-2	2.1	6	23	-1.2	1.9	-23
Cc1ccc(S(=O)(=O)NCc2cccnc2)c(C)c1	4	0	-0.4	1	-1.3	-3	19	-0.2	0.3	-19
COc1ccc(C(=O)O/N=C(\N)Cc2ccc(Cl)cc2Cl)cc1OC	-8	-6	-0.8	/	4.1	5	-16	-1.7	0.6	16
C/C(=N/NS(C)(=O)=O)c1ccc2ccccc2c1	1	0	-0.7	1	2.3	/	29	1.1	1.3	-29
Cc1c(CCOC(=O)CC23CC4CC(CC(C)(C4)C2)C3)sc[n+]1CC(=O)c1ccccc1	18	/	-0.1	-6	-0.4	-83	-14	0.2	1.1	14
CC(OC(=O)c1cccc(-n2cnnn2)c1)C(=O)Nc1ccc(F)cc1 (centres undefined)	1	-3	-1.7	0	-1.1	-8	-2	0.6	0.1	2
CN(C)c1cccc2c(S(=O)(=O)Nc3ccccn3)cccc12	3	1	-1.2	1	0.8	/	17	0.5	1.2	-17
O=C1NC(NS(=O)(=O)c2ccccc2)(C(F)(F)F)C(=O)N1Cc1cccnc1 (centres undefined)	-7	-3	-0.7	-2	1.7	/	27	2.4	0.3	-27
COc1ccc(CCn2c(C)nc3ccccc3c2=O)cc1OC	4	-2	-2.1	-2	5.8	-2	17	0.0	3.2	-17
COc1ccc2oc(C(=O)Nc3ccc(S(=O)(=O)N(C)C4CCN(C)CC4)cc3)c(C)c2c1	-3	-14	-4.4	0	0.6	-84	/	0.1	0.4	31
COC(=O)CSc1nnc2n(-c3ccc(OC)cc3)c(=O)c3c4c(sc3n12)CCCCC4	-6	-2	-1.5	4	1.3	-8	22	-0.2	2.0	-22
Oc1cccc(NC(=S)Nc2ccccc2)c1	-2	-4	-0.1	4	-2.2	-1	2	-0.2	0.6	-2
CCN(C[C@H]1N[C@@](C)(C(=O)OC)[C@H]2C(=O)N(C)C(=O)[C@@H]12)C(=O)COc1ccccc1	-2	-5	0.4	-3	1.4	-6	35	-1.6	-0.2	-35
CC(NC(=O)C1(S(=O)(=O)c2ccc(Cl)cc2)CC1)c1ccccc1 (centres undefined)	2	-1	-2.0	-2	2.9	-3	-7	1.5	2.8	7
Cc1ccc(NC(=O)COc2ccc(/C=N\NC(=O)c3cccnc3)cc2)cc1C	-4	-5	-1.9	/	/	14	-44	/	/	44
O=C(CCc1c[nH]c2ccccc12)N1CCCCCCC1	-3	-5	-0.4	2	1.4	13	2	-2.1	-0.1	-2
O=C(NCc1ccc2c(c1)OCO2)c1cc2n(n1)C(C(F)(F)F)CC(c1ccc3c(c1)OCO3)N2 (centres undefined)	-3	1	/	/	3.8	2	9	1.6	-1.6	-9
Cc1ccc(C(=O)COC(=O)c2ccc3c(c2)C(=O)N(c2cccc4ncccc24)C3=O)cc1C	0	4	-0.4	/	3.0	-5	13	5.7	4.0	-13
Cn1c(=O)c2sccc2n(Cc2cccc(Br)c2)c1=O	-4	9	-1.1	-1	-0.5	-1	2	2.1	3.5	-2
CC(=O)Nc1ccc(NC(=O)C(C)OC(=O)CCSc2ccccc2Cl)cc1 (centres undefined)	7	-1	0.2	8	-0.6	13	-16	1.6	1.3	16
COc1cc(Cl)c(C)cc1NC(=O)COC(=O)CCc1nc2ccccc2c(=O)[nH]1	10	/	-0.2	-1	2.9	-3	-29	0.9	0.5	29
CCOC(=O)/C(=C/c1ccc(N2CCC(c3ccccc3)=N2)cc1)C(C)=O	10	2	-1.4	/	/	47	-23	/	/	23
O=C(CCc1ccccc1)NNC(=O)COc1ccc(Cl)cc1	4	-2	-0.8	0	-0.2	-1	6	/	/	-6
Cc1ccccc1NC(=O)c1oc(=O)c2ccccc2c1-c1ccccc1	1	3	-1.0	-6	1.8	-18	-4	0.8	-1.9	4

As entered above:
For E coli growth, Cc1c(CCOC(=O)CC23CC4CC(CC(C)(C4)C2)C3)sc[n+]1CC(=O)c1ccccc1 has 0.2
For phage Ecoli inh, Cc1ccc(C(=O)COC(=O)c2ccc3c(c2)C(=O)N(c2cccc4ncccc24)C3=O)cc1C has 3.0
For AddAB inh, O=C(NCc1ccc2c(c1)OCO2)c1cc2n(n1)C(C(F)(F)F)CC(c1ccc3c(c1)OCO3)N2 (centres undefined) has -1.6
For CAL PDZ FP-1, O=C(CCc1ccccc1)NNC(=O)COc1ccc(Cl)cc1 has -2
For Tat transport, COc1cc(Cl)c(C)cc1NC(=O)COC(=O)CCc1nc2ccccc2c(=O)[nH]1 has 10
For MITF act, COc1ccc2oc(C(=O)Nc3ccc(S(=O)(=O)N(C)C4CCN(C)CC4)cc3)c(C)c2c1 has -84

More compounds follow:
SMILES	Tat transport	CAL PDZ FP-1	CAL PDZ FP-2	Wnt act	phage Ecoli inh	MITF act	SR-BI DiI-HDL act	E coli growth	AddAB inh	SR-BI HDL uptake
COc1cc(NC(=S)N2CCN(CCO)CC2)cc(OC)c1	6	/	-0.5	0	2.1	-8	/	2.1	-0.1	/
O=C(O)CCCNS(=O)(=O)c1ccc(F)cc1	-1	-3	0.7	1	2.6	5	13	-0.6	1.0	-13
CCc1nc(SCC(=O)Nc2ccc(OC)cc2[N+](=O)[O-])n[nH]1	-4	/	-1.4	2	3.2	-4	/	0.3	0.7	/
O=c1c2oc3ccccc3c2ncn1Cc1ccccc1F	0	-2	-0.5	4	2.8	6	18	-1.6	3.3	-18
CC1(C)CCC(=O)N2CC[C@H]3C[C@H](OC(=O)Nc4ccc(Br)cc4)C[C@@H]1[C@H]32	5	11	-0.3	7	3.0	25	14	0.3	3.7	-14
CN(C)CCN(C(=O)c1ccc2c(c1)OCCO2)c1nc2c(Cl)cccc2s1	-10	-7	-2.5	0	3.6	20	-6	0.2	1.1	6
CCc1ccc(-c2nc(CSCC(=O)NC3CC3)c(C)o2)cc1	-3	0	-1.8	1	3.5	6	-7	-0.8	1.3	7
Cc1ccc2[nH]c(=O)c(CN(Cc3cccs3)Cc3nnnn3CC3CCCO3)cc2c1 (centres undefined)	0	-1	-3.2	1	1.4	11	5	-0.5	1.8	-5
CC1CCC(NC(=O)C2CCN(c3cnccn3)CC2)CC1 (centres undefined)	-10	-3	21	-2	2.8	/	-7	-2.1	0.8	7
CCCNC(=O)NC(=O)COc1ccc(-c2ccc(C#N)cc2)cc1	-11	1	0.8	-1	1.7	-1	-70	-0.8	-1.4	70

Exported field by field: entries from further up
Cc1cccc(Nc2ncc3c(n2)CC(c2ccco2)CC3=O)c1 (centres undefined)
  Tat transport: -1
  CAL PDZ FP-1: -4
  CAL PDZ FP-2: -1.2
  Wnt act: 1
  phage Ecoli inh: 0.8
  MITF act: 17
  SR-BI DiI-HDL act: -30
  E coli growth: 0.3
  AddAB inh: 1.9
  SR-BI HDL uptake: 30

O=C(CCc1ccccc1)NNC(=O)COc1ccc(Cl)cc1
  Tat transport: 4
  CAL PDZ FP-1: -2
  CAL PDZ FP-2: -0.8
  Wnt act: 0
  phage Ecoli inh: -0.2
  MITF act: -1
  SR-BI DiI-HDL act: 6
  E coli growth: /
  AddAB inh: /
  SR-BI HDL uptake: -6

CCc1ccc(-c2nc(CSCC(=O)NC3CC3)c(C)o2)cc1
  Tat transport: -3
  CAL PDZ FP-1: 0
  CAL PDZ FP-2: -1.8
  Wnt act: 1
  phage Ecoli inh: 3.5
  MITF act: 6
  SR-BI DiI-HDL act: -7
  E coli growth: -0.8
  AddAB inh: 1.3
  SR-BI HDL uptake: 7

CC1(C)CCC(=O)N2CC[C@H]3C[C@H](OC(=O)Nc4ccc(Br)cc4)C[C@@H]1[C@H]32
  Tat transport: 5
  CAL PDZ FP-1: 11
  CAL PDZ FP-2: -0.3
  Wnt act: 7
  phage Ecoli inh: 3.0
  MITF act: 25
  SR-BI DiI-HDL act: 14
  E coli growth: 0.3
  AddAB inh: 3.7
  SR-BI HDL uptake: -14
